Source: PubChem BioAssay (several laboratories)
CatG inh = blocks human cathepsin G enzyme activity; 62,000 tested, 0.2% active; purified enzyme, AMC-tetrapeptide fluorescence, pooled mixtures; P08311; inhibition, % at 5 µM (by protocol);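 active = inhibition above 20% in each of the two mixture wells holding the compound; inactive = inhibition of 20% or less in either well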;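 note: 0% = enzyme control without mixture and 100% = blank lacking enzyme; strong numbers were not always called active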
Target sequence (P08311 21-244 limits assumed): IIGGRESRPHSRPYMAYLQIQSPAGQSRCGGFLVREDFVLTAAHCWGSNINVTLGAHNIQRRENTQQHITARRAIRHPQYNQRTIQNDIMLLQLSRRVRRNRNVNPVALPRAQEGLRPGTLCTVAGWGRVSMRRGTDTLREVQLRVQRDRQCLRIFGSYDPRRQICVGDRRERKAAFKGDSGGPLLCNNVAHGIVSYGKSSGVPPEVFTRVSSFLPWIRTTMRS
ROCK2 blocker = blocks human Rho kinase 2 activity; AID 604; 60,000 tested, 0.35% active; O75116; purified ROCK2, Kinase-Glo ATP depletion luminescence; inhibition, % at 6 µM;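 active = inhibition above the screen-wide mean inhibition plus 3 SD, cut at about 18% in these data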;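 note: plate controls were DMSO wells for no effect and Y-27632 control wells after no-enzyme background subtraction for full effect; many of its hits are not listed in these tables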
FXIIa mix inh = inhibitors of human coagulation factor XIIa, pooled mixtures; P00748; purified FXIIa, fluorogenic substrate; inhibition, % at 5 µM; 62,000 tested, 0.2% active;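 note: 0% = enzyme without compound and 100% = no enzyme blank; some results filed as inactive read as strong as hits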
JNK3 inh = blocks human JNK3 kinase activity. P53779. purified JNK3 kinase activity, HTS. inhibition, % at 8 µM. 60,000 tested, 0.61% active. AID 746; in the data active = inhibition above about 17%;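 note: 0% = DMSO and 100% = reference inhibitor; many of its hits are not listed in these tables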
FXIa inh mix = blocks human factor XIa in pooled compound mixtures; purified FXIa, fluorogenic substrate; inhibition, % at 5 µM; 62,000 tested, 0.19% active; AID 680;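 note: each value is inhibition by a whole ten-compound pool holding the compound; 0% = enzyme with no mixture and 100% = wells lacking enzyme; strong numbers were not always called active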
C1s block = human complement C1s inhibition. P09871. 62,000 tested, 0.16% active. purified C1s, fluorogenic AMC substrate, pooled mixtures. mean inhibition % of two 10-compound mixtures (active compounds read high), % at 5 µM (by protocol). AID 538;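 active = inhibition above 20% in each of the two 10-compound mixture wells holding the compound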;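 note: 0% = enzyme wells lacking compound mixture and 100% = no-enzyme blank wells; some compounds called inactive have numbers as strong as hits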
Target sequence (P09871 16-437 limits assumed): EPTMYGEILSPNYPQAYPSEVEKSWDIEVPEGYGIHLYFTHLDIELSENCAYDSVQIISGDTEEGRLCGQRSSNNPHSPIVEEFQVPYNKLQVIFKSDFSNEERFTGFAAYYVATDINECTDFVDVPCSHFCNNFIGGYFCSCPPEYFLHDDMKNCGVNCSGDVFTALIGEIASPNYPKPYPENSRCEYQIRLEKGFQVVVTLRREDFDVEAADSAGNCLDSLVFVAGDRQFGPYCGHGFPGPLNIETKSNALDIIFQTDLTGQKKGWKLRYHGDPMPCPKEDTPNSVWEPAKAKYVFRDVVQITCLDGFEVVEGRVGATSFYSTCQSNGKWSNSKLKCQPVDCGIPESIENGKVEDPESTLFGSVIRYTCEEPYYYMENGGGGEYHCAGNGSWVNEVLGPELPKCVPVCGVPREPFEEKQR
Target sequence (P09871 438-688 limits assumed): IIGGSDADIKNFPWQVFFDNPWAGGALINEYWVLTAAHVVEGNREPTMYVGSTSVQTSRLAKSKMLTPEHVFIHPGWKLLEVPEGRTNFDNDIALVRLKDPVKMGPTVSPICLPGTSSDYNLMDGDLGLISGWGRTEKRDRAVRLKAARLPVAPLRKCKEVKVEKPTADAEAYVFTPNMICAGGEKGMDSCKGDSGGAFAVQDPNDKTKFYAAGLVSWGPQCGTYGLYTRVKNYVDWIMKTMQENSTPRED
PKA kinase inh = PKA (human) kinase inhibition. P17612. PKA Kemptide phosphorylation, Kinase-Glo ATP luminescence. inhibition, % at 6 µM. 65,000 tested, 0.1% active. AID 524;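 active = inhibition above the screen-wide mean inhibition plus 3 SD, cut at about 21% in these data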; note: many of its hits are not listed in these tables
CatL block = blocks human cathepsin L protease activity; inhibition, %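 (tested at 10 µM)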; 58,000 tested, 0.17% active; P07711; purified cathepsin L, fluorogenic substrate, fluorescence; in the data active = inhibition above about 45%;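 note: 0% = enzyme with no compound and 100% = no enzyme blank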
CatS block = human cathepsin S inhibition. P25774. recombinant cathepsin S, AMC dipeptide fluorescence, pooled mixtures. inhibition, %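 (tested at 5 µM per compound within 10-compound mixtures)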. 62,000 tested, 0.06% active; in the data active = inhibition above about 32%, passing the limit was not always enough;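 note: 0% = enzyme without compound and 100% = blank without enzyme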
Active calls of the source: *; / = not tested or not shown. Cut-off read from the data, not from the text of the source, unless noted: active = inhibition above about 20% (passing the limit was not always enough); inactive = the rest. Rows are unselected; any-hit rate near 1.5%.

CatG inh	ROCK2 blocker	FXIIa mix inh	JNK3 inh	FXIa inh mix	C1s block	PKA kinase inh	CatL block	CatS block	SMILES
-1	5	-18	-3	-1	-8	10	-58	10	COc1cc2cc(C(c3nnnn3C3CCCCC3)N(C)C3CCCCC3)c(=O)[nH]c2cc1OC (centres undefined)
-2	2	7	-4	10	8	9	-16	4	CC(C)(C)c1cc(NC(=O)c2cccnc2)no1
8	2	3	-2	1	5	7	/	4	CC(=O)Nc1ccc(S(=O)(=O)N2CCN(c3cc(C)ccc3C)CC2)cc1
-10	-1	-5	-11	3	35	1	/	4	COc1ccc(S(=O)(=O)N2CCOCC2)cc1C(=O)Nc1ccon1
9	/	2	/	4	9	3	6	-7	Cc1cccc(N(CC(=O)NC2CCCC2)C(=O)CS(=O)CC(=O)Nc2ccc3c(c2)OCO3)c1 (centres undefined)
2	10	6	11	5	5	10	2	6	O=C(Nc1ccc(S(=O)(=O)N2CCOCC2)cc1)c1ccc(Br)o1
0	0	2	5	4	-13	2	19	20	CCCCn1c(SCC(=O)NCc2ccco2)nnc1-c1ccoc1C
-1	0	1	-8	6	1	-5	-3	-7	CCCCCCP(=O)(O)c1ccccc1
8	/	-21	/	2	1	/	/	11	Cc1ccc(C)c(S(=O)(=O)NCCOC(=O)Nc2sc(=S)n(C)c2C)c1
4	5	-14	5	7	-4	7	0	18	CC(=O)NC(CCS(C)(=O)=O)C(=O)Nc1cc(C)on1 (centres undefined)
-23	1	1	-10	-19	-59	7	-9	-14	Cc1nnc2sc(-c3ccc(NC(=O)CSc4ccc(Cl)cc4)cc3)nn12
10	2	-23	1	6	12	5	22	5	C=CCC1c2cccc(C(=O)O)c2C(=O)N1c1ccc(F)cc1 (centres undefined)

Next part (4 carried over from the part before).
CatG inh	ROCK2 blocker	FXIIa mix inh	JNK3 inh	FXIa inh mix	C1s block	PKA kinase inh	CatL block	CatS block	SMILES
8	/	-21	/	2	1	/	/	11	Cc1ccc(C)c(S(=O)(=O)NCCOC(=O)Nc2sc(=S)n(C)c2C)c1
4	5	-14	5	7	-4	7	0	18	CC(=O)NC(CCS(C)(=O)=O)C(=O)Nc1cc(C)on1 (centres undefined)
-23	1	1	-10	-19	-59	7	-9	-14	Cc1nnc2sc(-c3ccc(NC(=O)CSc4ccc(Cl)cc4)cc3)nn12
10	2	-23	1	6	12	5	22	5	C=CCC1c2cccc(C(=O)O)c2C(=O)N1c1ccc(F)cc1 (centres undefined)
8	4	2	-2	10	10	6	12	11	COCCCNc1ccnc2c(Cl)cccc12
-2	-2	-8	0	8	-43	5	/	14	CCOC(=O)N1CCN(Cc2nc3c(c(=O)[nH]c(=O)n3C)n2CCCc2ccccc2)CC1
0	/	-16	/	10	0	0	/	5	O=C(Nc1cccc(C(F)(F)F)c1)c1cc(S(=O)(=O)N2CCCCC2)ccc1N1CCOCC1
14	2	2	-3	2	10	-5	22	17	CC1CC(C)CN(c2ncc3c(n2)CC(c2ccccc2Cl)CC3=O)C1 (centres undefined)
1	3	-23	-2	-1	6	7	/	8	Cc1ccc(S(=O)(=O)c2nc(Nc3nccs3)sc2Cl)cc1
13	7	15	5	4	10	8	19	3	Cc1nc(SCC(=O)c2ccc(F)cc2)n[nH]1
2	5	10	5	7	-2	10	-1	0	Cc1noc(/C=C/N(C)C)c1S(=O)(=O)N1CCc2ccccc21
-5	1	9	-2	3	-1	7	-4	3	Cc1ccc(-c2c3c(=O)n(C)c(=O)n(C)c3cn2N2CCOCC2)cc1
/	2	/	-4	/	/	4	8	/	CC1(C)Cc2c(sc3nc(SCC#N)n(C4CCCCC4)c(=O)c23)CO1
3	5	0	4	9	7	11	-7	48	CCc1c(C(=O)NCCc2ccc(OC)c(OC)c2)[nH]c(C)c1C(C)=O
3	10	-19	-2	8	4	7	0	-2	O=C1CC(c2cccs2)CC2=C1C(c1ccccc1)n1ncnc1N2 (centres undefined)
-3	1	-7	-1	7	-27	-1	10	8	COCC(=O)NCCc1nc(-c2ccccc2)cs1
-10	-3	9	-1	-2	-24	1	11	27	Cc1ccc2cc(CN(C(=O)c3ccncc3)C(C)C)c(=O)[nH]c2c1
2	5	8	6	-5	-43	9	/	-16	CC1CN(C(=O)c2cc3c(s2)CCC3)CC(C)O1 (centres undefined)
7	9	3	-6	0	6	7	5	0	Cc1cccc(OCC(=O)Nc2ccccc2N2CCCCC2)c1
9	1	-18	0	7	32	-2	12	18	CN(Cc1ccccc1)c1nc2c(c(=O)[nH]c(=O)n2C)n1CCCSc1ncccn1
-4	16	-20	10	0	0	11	2	-11	O=C(NCc1cccs1)C1CC(=O)N(c2ccccc2)C1 (centres undefined)
-2	1	2	-1	5	-14	5	/	12	COC(=O)c1coc(-c2ccc(C)cc2)c1C(=O)OC
9	10	11	1	-5	-5	4	-2	-1	CCc1ccc(CC)c(S(=O)(=O)Nc2ccc(O)c(C(=O)O)c2)c1
12	2	0	0	7	23	1	12	-6	Cc1ccc(C)c(NC(=O)c2ccccc2O)c1
-8	5	1	0	-4	-33	11	-53	-2	CCOCCCNC(=O)c1cc2c(=O)n3cccc(C)c3nc2n1C
-12	4	7	3	3	-15	8	7	-5	Cc1cc(C)nc(NCCCc2ccccc2)n1
1	4	-9	10	3	2	7	10	6	CCc1nn(CCCC(=O)N2CCc3ccccc3C2)c(=O)c2cc3occc3n12
11	/	-1	/	8	11	-1	-10	12	CCCC(=O)Nc1cc(-c2cn3cccnc3n2)ccc1OC
-2	0	4	5	-4	-41	3	/	-15	CC(=O)Nc1nc2n(n1)C(c1ccccc1)C=C(c1ccccc1)N2 (centres undefined)
9	5	-7	-2	7	5	6	2	-1	CCOc1ccccc1-n1c(SCC(N)=O)nnc1-c1ccco1
-4	11	-1	8	4	-31	11	/	14	Cc1ccc2cc(CN(Cc3cccs3)Cc3nnnn3C(C)(C)C)c3nnnn3c2c1
10	-1	-13	8	3	2	5	20	17	O=C(CSCc1ccco1)c1ccc(Cl)s1
-19	-6	6	3	-2	-40	4	18	-4	CCCCCc1c(C)nc(Nc2ccccc2)[nH]c1=O
-1	-4	-24	-5	3	-11	-7	-18	2	CC(C)c1ccccc1NC(=O)c1ccco1
2	1	0	4	3	-13	0	18	8	CCc1ccc(-c2nc(CN3CCCC(C(=O)NCCc4ccc(OC)c(OC)c4)C3)c(C)o2)cc1 (centres undefined)
13	7	-19	4	2	16	16	10	3	CCOC(=O)N1CCN(C(=O)Cn2c(C)cc3ccccc3c2=O)CC1
2	-1	9	0	3	-3	-3	/	13	Cc1ccc(NS(=O)(=O)c2cccc(C(=O)N3CCOCC3)c2)cc1
13	5	-5	4	-2	35	6	10	-4	CCC(=O)Nc1ccc(C(=O)Nc2cccnc2)cc1
10	8	2	0	3	5	-4	-7	-9	Cc1ccc(-n2c(N)c(C(N)=O)sc2=S)cc1
-8	7	-18	-12	-3	-31	11	2	-2	CCOC(=O)C1CCCN(C(=O)C2CCC(CNS(=O)(=O)c3ccc(NC(C)=O)cc3)CC2)C1 (centres undefined)
9	1	6	6	-4	-10	3	-8	-9	O=C(NCc1ccco1)c1ccc2c(=O)n(CCC3=CCCCC3)c(=O)[nH]c2c1
-2	1	-4	8	-1	-6	7	-14	0	CCN1CCCC1CN(Cc1cc2cc(OC)ccc2[nH]c1=O)C(=O)NCc1ccccc1 (centres undefined)
2	-6	-26	-5	8	-3	-4	-2	-3	COc1ccc(-n2nnnc2SCC(=O)N2CCCC2)cc1OC
1	3	3	10	5	-5	0	-2	2	CC(=O)Nc1nc2ccc(Br)cc2s1
2	4	0	6	3	-20	6	-12	-8	Cc1sc2nc(C(C)Nc3ccccc3N3CCOCC3)[nH]c(=O)c2c1C (centres undefined)
-1	0	5	-3	3	-7	0	4	-6	Cc1cccc2cc(CN(Cc3ccco3)C(=O)N3CCCC3)c(=O)[nH]c12
16	8	3	0	28	10	2	/	-1	CN(C(=O)c1ccccc1C(=O)c1ccccc1)C1CCS(=O)(=O)C1 (centres undefined)
3	-2	3	4	2	5	10	16	13	CCCOc1ccc(NC(=O)C2CC(=O)N(C(C)C)C2)cc1 (centres undefined)
5	-3	-13	-5	1	-1	-2	-3	7	Cc1cccn2c(=O)c(/C=N/O)c(N3CCCCC3)nc12
6	4	1	1	1	4	14	-3	-2	COc1ccc(OC)c(NC(=O)CCn2cccc2)c1
-2	7	7	-2	5	6	6	3	6	O=C(CN1CCCCC1)Nc1cc(Cl)ccc1Cl
10	/	1	/	1	-1	9	10	3	CSc1nnc2n(C)c3c(c(=O)n12)C1(CCCC1)Cc1ccccc1-3
0	5	2	3	3	0	11	-5	-6	O=C(NCc1ccccn1)c1ccc(NC(=O)c2ccco2)cc1
-14	7	2	4	-1	-13	9	0	-6	CCC(Sc1ccccn1)C(=O)Nc1nnc(C)s1 (centres undefined)
7	5	6	10	11	9	4	/	-3	COc1ccccc1CNc1ncnc2c1cnn2-c1ccccc1
-2	2	-15	4	0	-33	7	-1	1	Cc1ccccc1OCC1Cn2c(nc3c2c(=O)[nH]c(=O)n3C)O1 (centres undefined)
-2	2	7	8	16	-15	2	36	11	CCCCN1C(=O)C2C(C(=O)Nc3cccc(OC)c3)C3C=CC2(O3)C1C(=O)NC1CCCCC1C (centres undefined)
-29	-6	-17	-8	-36	-63	2	-7	-21	CCN(CC)S(=O)(=O)c1cc(C)c(C)cc1Br
6	3	3	7	3	9	8	1	1	Cc1cc(C)nc(N2CCCC(C(=O)Nc3cc(F)ccc3C)C2)n1 (centres undefined)
0	4	8	4	3	2	9	/	15	O=C(OCc1c(Cl)nc2sccn12)c1cc2c(s1)CCCC2
-2	/	2	/	1	-2	6	0	4	C=CCn1c(SCc2cc(=O)n3ccsc3n2)nc2scc(C3CC3)c2c1=O
0	11	6	-1	5	2	3	8	3	Cc1ccc(CC2CC(=O)N(c3ccncc3)C2=O)cc1 (centres undefined)
8	8	1	4	2	9	10	20	2	Cc1cc(N2CCN(c3ccccc3)CC2)n2c(n1)nc1ccccc12
3	/	0	/	1	-14	5	-54	-6	CCOC(=O)N1CCN(C(=O)c2ccc3nc4ccc(Cl)cc4c(=O)n3c2)CC1

Other results.
CatG inh	ROCK2 blocker	FXIIa mix inh	JNK3 inh	FXIa inh mix	C1s block	PKA kinase inh	CatL block	CatS block	SMILES
3	4	4	-4	0	4	10	-21	-4	COc1ccc(C)cc1NC(=O)CSc1nnnn1Cc1ccccc1
9	-4	-2	-4	6	10	4	/	-9	CCC(C)Sc1nc(C)nc2c1c(=O)n(C)c(=O)n2C (centres undefined)
17	/	2	/	5	11	1	19	6	Cc1ccccc1CSc1nc2n(n1)C(c1cccs1)C1=C(CCCC1=O)N2 (centres undefined)
9	0	8	3	14	2	1	13	0	O=C(c1ccccc1)N1CCN(C2CCCCCC2)CC1
11	/	0	/	6	13	-2	-19	-10	COCCNC(=O)C(C)Oc1ccc(Cl)cc1Cl (centres undefined)
11	-4	-17	0	12	5	5	7	7	O=C(Cn1nnc2c(cnn2-c2ccc(F)cc2)c1=O)c1ccccc1F
-2	4	-2	-2	-15	-29	0	12	5	O=C(NCC1CCCO1)c1ccc2c(c1)C(=O)N(C1CCCCC1)C2=O (centres undefined)
12	3	-14	6	3	12	-1	4	-3	O=c1cc(CN2CCOCC2)c2c(ccc3ccccc32)o1
/	2	/	6	/	/	4	-4	/	CCOC(=O)c1c(NC(=O)CN2CCOCC2)sc2c1CC(C)(C)OC2
5	4	7	3	2	-4	6	/	3	COc1ccc(OC)c2sc(NC(=O)CCS(=O)(=O)c3ccccc3)nc12
27	-15	-4	-4	19	7	-8	21	6	Cc1ccnc(N(C(=O)c2cccs2)C(=O)c2cccs2)c1
9	2	0	-13	5	3	3	/	-4	O=C(Nc1ccc(Nc2ccccc2)cc1)N1CCOCC1
0	/	4	/	9	-39	-3	1	-11	CC(C)(Oc1ccc(-c2ccco2)cc1)C(=O)O
3	6	14	4	-8	-33	4	/	-3	COCCCn1c(-c2ccccc2)nc2ccccc2c1=O
